Compound activity as filed in PubChem BioAssay.
Mtb RmlCD inh – inhibitors of Mycobacterium tuberculosis RmlC and RmlD coupled enzymes; 160,000 tested, 0.03% active; inhibition, % at 3.6 µM; P9WH09+P9WH11; RmlC+RmlD coupled enzyme assay, percent inhibition; primary screen in compound mixtures; in the data active = inhibition mostly above about 34%, no sharp cut-off; note: some results filed as inactive read as strong as hits
Target sequence (P9WH09 whole entry, looked up): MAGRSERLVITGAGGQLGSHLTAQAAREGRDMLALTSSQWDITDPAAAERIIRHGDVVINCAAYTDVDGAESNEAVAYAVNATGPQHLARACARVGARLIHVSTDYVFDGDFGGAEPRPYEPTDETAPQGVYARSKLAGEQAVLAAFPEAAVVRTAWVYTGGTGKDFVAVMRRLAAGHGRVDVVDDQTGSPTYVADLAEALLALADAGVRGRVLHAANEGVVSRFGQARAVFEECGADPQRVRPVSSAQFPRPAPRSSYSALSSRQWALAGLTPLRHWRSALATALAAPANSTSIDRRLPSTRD
Target sequence (P9WH11 whole entry, looked up): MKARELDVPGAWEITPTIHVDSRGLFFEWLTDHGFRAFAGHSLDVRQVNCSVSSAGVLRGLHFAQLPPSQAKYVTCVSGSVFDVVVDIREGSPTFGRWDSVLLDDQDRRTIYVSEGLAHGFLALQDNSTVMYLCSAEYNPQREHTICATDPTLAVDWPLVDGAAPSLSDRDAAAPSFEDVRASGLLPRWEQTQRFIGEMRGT
GlmU inhibition – inhibition of mycobacterial GlmU enzyme – biochemical, glucosamine-1-phosphate acetyltransferase (AID 1376); M. tuberculosis GlmU acetyltransferase enzyme assay; higher % means a stronger effect; one-dose inhibition, %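 (tested at 30 µM in the primary screen)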; IC50 in µM for titrated hits; 220,000 tested, 0.25% active; in the data active = inhibition above about 13%;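 note: 0% = complete reaction with vehicle and 100% = reaction without substrate; strong numbers were not always called active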
* = called active by the depositor; nt = no result given.

SMILES	Mtb RmlCD inh	GlmU inhibition
COc1ccc(NC(=O)CN2CCN(c3ccc(F)cc3)CC2)cc1Cl	7	-1.0%
O=C(CSc1nnc(COc2ccccc2F)n1-c1ccccc1)NCc1ccco1	nt	0.1%
Cc1ccccc1NC(=S)NCC(c1cccnc1)N1CCOCC1 (centres undefined)	10	2.2%
Cn1c(SCC(=O)Nc2ccc3c(c2)OCO3)nnc1-c1cnccn1	-10	-1.5%
CC(=O)OCCCn1c(C)[n+](C)c2cc(Cl)c(Cl)cc21	nt	-1.3%
CC1CCN(S(=O)(=O)c2cn(C)c(=O)n(C)c2=O)CC1	7	0.9%
CC(=O)N1CCN(Cc2nc3cc(NS(C)(=O)=O)ccc3n2C)CC1	4	3.5%
COc1ccc(C(=O)N2CCc3cc(OC)c(OC)cc3C2c2cccc([N+](=O)[O-])c2)cc1OC (centres undefined)	8	-3.8%

Quoted from the listing:
COc1ccc(NC(=O)CN2CCN(c3ccc(F)cc3)CC2)cc1Cl in Mtb RmlCD inh = 7
CC(=O)OCCCn1c(C)[n+](C)c2cc(Cl)c(Cl)cc21 in GlmU inhibition = -1.3%
CC1CCN(S(=O)(=O)c2cn(C)c(=O)n(C)c2=O)CC1 in GlmU inhibition = 0.9%
COc1ccc(C(=O)N2CCc3cc(OC)c(OC)cc3C2c2cccc([N+](=O)[O-])c2)cc1OC (centres undefined) in GlmU inhibition = -3.8%
Cc1ccccc1NC(=S)NCC(c1cccnc1)N1CCOCC1 (centres undefined) in Mtb RmlCD inh = 10
CC(=O)N1CCN(Cc2nc3cc(NS(C)(=O)=O)ccc3n2C)CC1 in Mtb RmlCD inh = 4

The listing picks up; the two compounds before the break are reprinted first.
SMILES	Mtb RmlCD inh	GlmU inhibition
CC(=O)N1CCN(Cc2nc3cc(NS(C)(=O)=O)ccc3n2C)CC1	4	3.5%
COc1ccc(C(=O)N2CCc3cc(OC)c(OC)cc3C2c2cccc([N+](=O)[O-])c2)cc1OC (centres undefined)	8	-3.8%
CC(NC(=O)c1ccccc1)c1ccc(Br)cc1 (centres undefined)	-7	-8.0%
C=CCNC(=O)/C(C#N)=C/c1ccccc1Cl	nt	0.1%
COC(=O)[C@@H](NC(=O)NCc1cccc(OC)c1)C(C)C	3	5.8%
CNC(=S)N/N=C1\CC(c2ccccc2)Oc2ccccc21 (centres undefined)	3	0.5%
CC(=O)Cn1cnc2c(sc3nc(C)cc(C)c32)c1=O	-16	1.6%
CCS(=O)(=O)NCc1ccc2c(c1)cc(C)n2C	15	2.5%
Cc1ccc(NC(=O)CN2CCCCCC2)c(Br)c1	nt	3.8%
CC(C)N(C(=O)COC(=O)CNC(=O)c1ccc(Br)cc1)c1ccccc1	-7	5.0%
COc1ccc(C(=O)Nc2ccc(S(=O)(=O)Nc3ncccn3)cc2)cc1OC	5	2.3%
O=C(O)C1CCCCC1C(=O)NCCc1ccncc1 (centres undefined)	nt	0.4%
Cc1nc2sc(C(c3ccco3)N3CCOCC3)c(O)n2n1 (centres undefined)	nt	-0.5%
O=[N+]([O-])c1nn(-c2ccccc2)[n+]([O-])c1N1CCN(c2ccccc2F)CC1	7	-2.3%
CCc1nnc(NC(=O)c2ccc(-c3ccc(Cl)cc3)o2)s1	nt	1.2%
O=C(NC1CCCCCC1)c1cc(S(=O)(=O)N2CCCCC2)ccc1N1CCOCC1	2	-1.2%
Cc1cc(OCCCC(=O)NCc2cccs2)ccc1Cl	-9	2.7%
Cc1cc(C(=O)NC2=NCCS2)cs1	62	1.3%
CCC(=O)Nc1cccc(-n2nnnc2SCC(=O)NCc2ccco2)c1	nt	-0.6%
Nc1cc(C(=O)O)c(Oc2ccc(Cl)cc2Cl)cc1C(=O)O	-9	0.8%
O=C(O)CC1(CC(=O)Nc2cc3ccccc3cn2)CCCCC1	-7	1.6%
CCCCn1c(O)c(C(CC)=Nc2ccc3c(c2)CCC3)c(=O)[nH]c1=O	-8	5.9%
CCCCNC(=O)CN(c1cc(C(F)(F)F)ccc1Cl)S(C)(=O)=O	4	1.2%
C/C(=N\NC(=O)CC(C)C)c1c(C(F)(F)F)[nH]n(-c2nc3ccccc3s2)c1=O	8	0.2%
O=[N+]([O-])c1ccc(CN2C=NS(=O)(=O)c3ccccc32)cc1	34	-4.2%
COc1cc(C(=O)OCC(=O)NC(=O)C2CCCCC2)ccc1OC(F)F	5	-3.5%
COc1ccc(NC(=O)c2ccco2)c([N+](=O)[O-])c1	-6	0.8%
Cc1cc(NCc2ccco2)nc(N2CCC(C(=O)NC3CCCCC3)CC2)n1	nt	4.8%
Cc1ccc(-c2nc(CN(C)Cc3ccc4nccnc4c3)c(C)o2)s1	9	-0.4%
C=CCn1c(=O)[nH]c2nc3cc(N=CN(C)C)c(C)cc3nc2c1=O	2	5.7%
Cc1ccc(S(=O)(=O)/N=C2/C=C(C3C(=O)CC(C)(C)CC3=O)C(=O)c3ccccc32)cc1	nt	1.3%
CCN1CCN(c2nc(N)c([N+](=O)[O-])c(Nc3ccc(C)c(C)c3)n2)CC1	1	-0.1%
CSC1=NCCN1C(=O)c1c(-c2ccccc2Cl)noc1C	nt	-1.4%
O=C(CSc1nnc(-c2ccncc2)n1Cc1ccco1)c1ccc(Cl)cc1	20	-0.3%
CC(=O)Nc1ccc(OC(=O)c2ccccc2N)cc1	8	-2.3%
COCCNC(=O)Cn1cc2c(n1)CCC(C)C2 (centres undefined)	-7	-4.3%
COc1ccc(Br)cc1CNC(=O)C1CCN(S(=O)(=O)N2CCCCC2)CC1	3	-4.8%
Cc1ccc(OCCCCN2CCCC(C)C2)c([N+](=O)[O-])c1 (centres undefined)	-10	2.5%
COC(=O)c1cc(Br)c(N)cc1OC	-6	-4.8%
Cn1c(-c2ccc(F)cc2)cnc1SCC(=O)N1CCCCC1	nt	0.5%
CC(C)(C)NC(=O)NC(=O)CSc1nnc2ccccn12	-12	-0.4%
NC(=O)NC(=O)CC1S/C(=N/N=C2/NC(=O)CS2)NC1=O (centres undefined)	-9	1.2%
Cc1cc(OCC(=O)N(C)c2ccccc2)cc2c1C(=O)CC(C)(C)O2	-6	4.9%
CC(=O)c1cccc(NC(=O)/C=C/c2ccc([N+](=O)[O-])s2)c1	5	0.3%
CCn1c(CNC(=O)c2ccccc2F)nnc1SCCOc1ccccc1	4	0.4%
O=C(Cc1ccccc1F)NCC1(N2CCOCC2)CCCCC1	4	0.6%
Cc1cc2ncn(C(=O)N3CCC(C)CC3)c2cc1C	3	-0.7%
N#Cc1cc(Sc2ccccn2)c(Sc2ccccn2)cc1C#N	nt	-1.7%
O=C(CN1CCN(c2ccc(O)cc2)CC1)NC(c1ccccc1)c1ccccc1	7	5.5%
Cc1ccccc1/C=N\NC(=O)c1ccccc1-n1cccc1	-12	-1.3%
OCCCNCc1ccc(Cl)cc1Cl	-5	-5.8%
Cc1ccn2c(c1)nc(=S)n2C(=O)c1ccccc1	nt	0.8%
CCOc1ccc(NC2C=CS(=O)(=O)C2)cc1 (centres undefined)	nt	1.9%
COc1ccc(C=NCCC2(O)CC(C)N(C)CC2C)cc1 (centres undefined)	-13	-0.8%
COc1cccc(/C=C/C(=O)OCC(=O)c2cc(C)n(CC3CCCO3)c2C)c1OC (centres undefined)	-7	1.8%
O=C(c1ccc(Cl)c(S(=O)(=O)N2CCCCCC2)c1)N1CCN(c2ccccn2)CC1	-9	2.2%
CSc1nc(-c2ccco2)nn1C(=O)c1ccccc1Cl	6	4.4%
Cc1nn(CC(=O)O)c2ccccc12	nt	-0.9%

Later entries
SMILES	Mtb RmlCD inh	GlmU inhibition
CCOCC(=O)Nc1nc(C)cc(C)n1	14	6.4%
Cc1cccc(C(=O)NC(=S)N2CCN(C)CC2)c1	nt	1.9%
Cc1ccc(OCC(=O)n2nc(C)cc2C)c(C)c1	0	-2.0%
COc1ccc(C2=NN3C(C2)c2ccccc2OC32C(=O)N(C)c3ccccc32)cc1 (centres undefined)	5	nt
CC(=O)c1sc(N/N=C2\CC3CC2C(C)C3(C)C)nc1C (centres undefined)	nt	2.9%
CN1CCN(C(=O)c2ccc(C(F)(F)F)cc2)CC1	nt	-6.7%
Cc1cccnc1NC(N)=S	3	2.2%
N#CC1(c2nc3ccccc3[nH]2)CC1c1ccc2c(c1)OCO2 (centres undefined)	nt	-12%
Oc1c(/C=N/c2ncn[nH]2)ccc2ccccc12	-2	6.2%
CNC(=O)CSc1nnc(-c2ccncc2)n1Cc1ccccc1	nt	6.5%
Cc1cc2c(cc(C(=O)N3CCC(C(=O)N4CCCC4)CC3)n2Cc2c(F)cccc2Cl)o1	nt	-12%
CCOC(=O)CN1CCc2c(C)nc3c(-c4ccc(OC)c(OC)c4)cnn3c21	nt	-2.4%
O=C(CCN1C(=O)C2C3C=CC(C3)C2C1=O)N1CC(=O)N(CCc2ccccc2)C(=O)C1 (centres undefined)	-8	0.7%
CCOc1ccccc1C(=O)Nc1nnc(SCC(=O)N2CCOCC2)s1	nt	-7.3%
Cc1cccc2cc(CN(Cc3ccco3)C(c3nnnn3CCc3ccccc3)C(C)C)c(=O)[nH]c12 (centres undefined)	nt	1.0%
O=C(Cn1ncn2c(cc3ccccc32)c1=O)NCc1ccco1	7	2.2%
Cc1cc(C)n(-c2nc3nonc3nc2Nc2cccc(C)c2C)n1	-8	nt
Cc1nc2sccn2c(=O)c1CCN1CCC(=C(c2ccc(F)cc2)c2ccc(F)cc2)CC1	nt	3.3%
N#CC(C#N)=C(Nc1ccc(F)cc1)SCc1cccc(Br)c1	7	2.5%
CCC(=O)Nc1sc2c(c1C#N)CCC2	5	1.2%
O=C(CN1CCN(c2ccc(O)cc2)CC1)Nc1cc([N+](=O)[O-])ccc1Cl	19	1.4%
c1coc(-c2nnc(NC3=NCCC3)o2)c1	-8	2.1%
COc1cc(/C=N/NC(=O)c2cncc(Br)c2)cc([N+](=O)[O-])c1O	11	-3.5%
CN=C(Nc1cc(C)nn1CCC#N)c1ccccc1F	22	-2.1%

In another format: entries from further up
Screens in order: Mtb RmlCD inh, GlmU inhibition
- N#CC(C#N)=C(Nc1ccc(F)cc1)SCc1cccc(Br)c1
    7, 2.5%
- CCC(=O)Nc1sc2c(c1C#N)CCC2
    5, 1.2%
- O=C(CN1CCN(c2ccc(O)cc2)CC1)Nc1cc([N+](=O)[O-])ccc1Cl
    19, 1.4%

Next records
SMILES	Mtb RmlCD inh	GlmU inhibition
Cc1nc2scc(-c3cccs3)c2c(=O)n1-n1cccc1	7	6.6%
COc1ccccc1CNC(=O)C(CCSC)NC(=O)C1CCC(C)CC1 (centres undefined)	-6	-0.2%
C=CCN(c1ccc(C(=O)N(CC)CC)cc1)S(C)(=O)=O	nt	-1.3%
COc1ccccc1-c1c(-c2ccc(O)cc2O)n[nH]c1C(F)(F)F	0	-0.1%
O=C(O)/C=C/C(=O)c1ccc2c(c1)NC(=O)CO2	-3	-2.7%
O=C(Nc1ccc(O)cc1)C1CCCO1 (centres undefined)	nt	0.4%
O=C(Cc1ccccc1)N/N=C/c1cccs1	1	1.0%
O=C(NC(=O)N1CCCCC1)c1ccccc1	-7	-2.7%
CCCCN(C)c1nc(-c2ccco2)c2c(c1C#N)CC(C)(C)OC2	-7	1.4%
COCCN(Cc1ccco1)C(=O)Cn1ncc2c(=O)oc3ccccc3c21	-11	-1.0%
CC1CCCN(Cc2nc3c(c(=O)n(C)c(=O)n3C)n2CC(N)=O)C1 (centres undefined)	0	-0.2%
COC(=O)c1nnn(-c2nonc2N)c1CSc1nc2ccccc2s1	-7	0.5%
CCN(CC)CC(C)OC(=O)c1cc(OC)c(OC)c(OC)c1 (centres undefined)	3	1.1%
N/C(=N\c1nc2ccccc2o1)NC(=O)/C=C/c1ccccc1	nt	2.1%
Cc1cccc(N2Cc3ccccc3C2=NC(=O)c2ccc(Cl)nc2)c1	-7	2.4%
O=C(COC(=O)c1ccccc1O)Nc1cccnc1Cl	7	1.4%

Whole records, looked up by structure.
CC1CCCN(Cc2nc3c(c(=O)n(C)c(=O)n3C)n2CC(N)=O)C1 (centres undefined) is listed as Mtb RmlCD inh = 0; GlmU inhibition = -0.2%
CCN(CC)CC(C)OC(=O)c1cc(OC)c(OC)c(OC)c1 (centres undefined) is listed as Mtb RmlCD inh = 3; GlmU inhibition = 1.1%

Next section.
SMILES	Mtb RmlCD inh	GlmU inhibition
COc1cc(OC)cc(C(=O)N2CCN=C2SCc2cccnc2)c1	nt	9.6%
CN(C)CCNC(=O)C(=O)NCC1OCCN1S(=O)(=O)c1ccc([N+](=O)[O-])cc1 (centres undefined)	-11	-1.0%
O=C(Nc1nc(-c2ccccc2)cs1)c1cccs1	-9	-2.4%
CCOC(=O)c1c(NC(=O)c2ccn(CC)n2)sc2c1CCCC2	4	4.6%
CN1CCC/C1=C/C=C1\SC(=S)NC1=O	nt	19%
CC(C)Oc1ccc2c(c1)OC(c1ccccc1)(C(F)(F)F)NC2=O (centres undefined)	8	-2.7%
CSc1nc(-c2ccccc2)cc(C(F)(F)F)c1C#N	nt	1.8%
Cc1ccc(OCc2nnc(SCC(=O)NCc3ccccc3)n2C)cc1	-18	2.8%
Cc1oc(CSCC2CCCO2)cc1C(=O)O (centres undefined)	8	1.7%
COc1ccc(-c2nn(C)c(=O)c3ccccc23)cc1NS(C)(=O)=O	0	-7.2%
C=Cn1c(C(=O)O)ccc1-c1ccc(CC)cc1	11	4.8%
CN(CCNC(=O)C1CCN(S(=O)(=O)N2CCOCC2)CC1)CCc1ccccc1	nt	1.5%
COc1cc(NC(=O)COC(=O)CSc2cc(C)ccc2C)c(C)cc1[N+](=O)[O-]	2	-2.5%
CCOCCCNC(=O)CN1C2CCC1CC(O)(c1ccc(OC)cc1)C2 (centres undefined)	-7	-1.9%

These rows are one share of the data, so the mix of outcomes need not match the whole.
